# RGS4 inh: blocks human RGS4-accelerated GTP hydrolysis. 390,000 tested, 0.039% active. AID 504845. Potency, µM (top dose mostly 114 µM), inactives show at the highest dose activity change, negative = inhibition, most hits filed as inhibitors. Transcreener GDP fluorescence polarization, RGS4-accelerated GTP hydrolysis. P49798; note: potency is the fitted concentration of half-maximal effect; % is set by controls: 0 for no effect and ±100 for the full control effect; nearly all actives have a fitted effect of over 75% in size; some results filed as inactive show a strong effect at the top dose
#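 MLSMR compounds (23 nl, pin-transferred) preincubated 10 min at room temperature with a 500nM (2x) first reagent, then RGS4 at 900nM (2x) plus Transcreener GDP mix added; fluorescence polarization (620/688 nm) read before and after 90 min at 30 °C.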
# BAZ2B inh: inhibitors of human BAZ2B bromodomain; Q9UIF8; AlphaScreen BAZ2B-H3K14Ac peptide displacement; Potency, µM (doses to about 114 µM), for the others: top-dose activity change, negative = inhibition, actives largely listed as inhibitors; 360,000 tested, 4.4% active; note: potency is the fitted concentration of half-maximal effect; % is set by controls: 0 for no effect and ±100 for the full control effect; nearly all actives have a fitted effect of over 60% in size
#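 In this displacement format the biotinylated H3(5-23) peptide acetylated at Lys14 serves as ligand at 50 nM, with BAZ2B at 50 nM in PBS pH 7.4 containing 0.01% Tween-20. Donor and acceptor beads are 10 ug/mL final.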
# ERG Ets-DNA blk: inhibitors of human ERG Ets domain-DNA interaction; P11308; fluorescence polarization, His-ERG Ets domain / labelled DNA; Potency, µM (highest dose often 76.9 µM), for the others: top-dose FP activity, negative = inhibition, usual class: inhibitors; 370,000 tested, 0.028% active; AID 624246; active = well fitted inhibition curve with a large enough effect in the polarisation, with a control signal flat; inconclusive = small, poorly fitted or top-dose-only effect, or effect the other way, or a change in a side signal; inactive = no such curve, though single readings can be large or run the other way; the % refers to the polarisation;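 note: polarization taken with two DNA probes labelled with fluorescein and Texas red; potency is the fitted concentration of half-maximal effect; % of control where 0% means no effect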
#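 His-tagged ERG Ets domain (1 uM in the protein solution; 300mM KCl, 50mM Tris-HCl, 1mM EDTA, 1mM DTT, pH 7.5) received compound, then a probe mix of 5 nM fluorescein-DNA and 100nM Texas-615-DNA. Fluorescence polarization was read for both dyes.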
# 12-LOX inh: inhibitors of human 12S-lipoxygenase ALOX12. P18054. purified 12hLO, xylenol orange hydroperoxide absorbance. Potency, µM (titrated, usually from 108 µM), for the others: top-dose activity change, negative = inhibition, actives largely listed as inhibitors. 580,000 tested, 1.1% active. AID 1671190; note: potency is the fitted concentration of half-maximal effect; % is set by controls: 0 for no effect and ±100 for the full control effect
# Target sequence (P18054 whole entry, looked up): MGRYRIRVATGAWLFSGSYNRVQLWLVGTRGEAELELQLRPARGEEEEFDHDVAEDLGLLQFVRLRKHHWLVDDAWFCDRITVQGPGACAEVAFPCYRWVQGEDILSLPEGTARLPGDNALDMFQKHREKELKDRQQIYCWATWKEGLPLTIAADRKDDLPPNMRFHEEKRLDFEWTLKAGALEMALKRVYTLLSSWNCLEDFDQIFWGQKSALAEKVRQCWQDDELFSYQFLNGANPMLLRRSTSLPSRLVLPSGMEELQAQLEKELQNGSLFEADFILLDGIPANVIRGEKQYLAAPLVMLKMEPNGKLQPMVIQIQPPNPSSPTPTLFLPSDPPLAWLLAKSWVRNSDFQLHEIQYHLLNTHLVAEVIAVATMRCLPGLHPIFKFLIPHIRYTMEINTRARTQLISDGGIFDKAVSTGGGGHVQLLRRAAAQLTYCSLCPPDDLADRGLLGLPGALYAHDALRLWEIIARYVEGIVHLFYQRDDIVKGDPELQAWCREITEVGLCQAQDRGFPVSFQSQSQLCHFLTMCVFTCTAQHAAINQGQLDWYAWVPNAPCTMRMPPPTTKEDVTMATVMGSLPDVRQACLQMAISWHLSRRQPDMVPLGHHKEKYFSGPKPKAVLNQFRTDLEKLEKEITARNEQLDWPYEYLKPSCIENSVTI
#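 Purified human 12hLO at 150 nM in 25 mM Hepes, 0.01% Triton X-100, pH 7.0, preincubated 15 min at room temperature with compound. Reaction started with 40 uM arachidonic acid, 30 min at room temperature. Hydroperoxide measured by Fe-xylenol orange, 573/405 nm absorbance ratio.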
# JMJD2A Tudor inh: JMJD2A Tudor domain (human) inhibition | AlphaScreen JMJD2A-Tudor / H3K4me3 peptide binding | Potency, µM (series often up to 114 µM), for the others: at the top dose activity change, negative = inhibition, actives largely listed as inhibitors | 390,000 tested, 4.4% active; note: potency is the fitted concentration of half-maximal effect; % is set by controls: 0 for no effect and ±100 for the full control effect; nearly all actives have a fitted effect of over 50% in size
# GLS inhibitor: glutaminase GLS (human) inhibition; 410,000 tested, 0.21% active; O94925; GLS enzymatic activity, qHTS titration; Potency, µM (highest dose often 45.5 µM), for inactives: top-dose activity change, negative = inhibition, actives largely listed as inhibitors; note: potency is the fitted concentration of half-maximal effect; % is set by controls: 0 for no effect and ±100 for the full control effect
#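 Read-out is an Amplex red fluorescence increase coupled through glutamate oxidase and HRP, measured before and after 30 min room-temperature incubation. hKGA is in 45 mM KH2PO4 (pH 8.2) with 0.02% Tween-20; glutamine added as 1mM solution.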
# PI4K2A block: inhibitors of human PI4K2A; Q9BTU6; purified PI4K2A, ADP-Glo luminescence, 1 h; hits give low values; activity change, negative = inhibition, % at 76.9 µM; 420,000 tested, 0.13% active; in the data active = activity change below about -50%; inconclusive = mostly about -30% to -49%;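 note: -100% = wells without enzyme as full effect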
#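 Compounds are screened against recombinant PI4K2A using PI as substrate and ATP, the latter dispensed at 300 microM. Reactions run one hour at ambient temperature before ADP-Glo detection; full inhibition defined by wells lacking enzyme.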
# G9a block: inhibitors of human histone lysine methyltransferase G9a. G9a H3K9 monomethylation, AlphaScreen, 2 h. Potency, µM (highest dose often 102 µM), without a hit: at the highest dose activity, negative = inhibition, usual class: inhibitors. 350,000 tested, 8.8% active. Q96KQ7; note: potency is the fitted concentration of half-maximal effect; % is set by controls: 0 for no effect and ±100 for the full control effect; nearly all actives have a fitted effect of over 75% in size
# Target sequence (Q96KQ7 913-1193 limits assumed): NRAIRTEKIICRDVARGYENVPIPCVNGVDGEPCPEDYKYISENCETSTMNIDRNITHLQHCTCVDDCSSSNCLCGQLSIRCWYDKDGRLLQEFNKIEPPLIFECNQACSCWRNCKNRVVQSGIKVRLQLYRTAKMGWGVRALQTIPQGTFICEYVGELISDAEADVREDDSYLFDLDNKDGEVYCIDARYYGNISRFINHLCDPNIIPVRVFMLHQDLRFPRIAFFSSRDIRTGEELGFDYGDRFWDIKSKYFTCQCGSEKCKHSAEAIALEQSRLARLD
#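 AlphaScreen detection with an anti-monomethyl H3K9 antibody quantified product after a 2 h room-temperature reaction containing 500 nM biotinylated H3K9 peptide, 20 µM SAM and 20 nM enzyme, which had been preincubated 15 min with compound.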
# HP1b binding inh: HP1-beta chromodomain-methylated histone interaction inhibition. AlphaScreen HP1-beta / biotin-H3K9me3 peptide binding. Potency, µM (highest dose often 114 µM), for inactives: top-dose activity change, negative = inhibition, actives largely listed as inhibitors. 390,000 tested, 0.56% active. AID 540317; note: potency is the fitted concentration of half-maximal effect; nearly all actives have a fitted effect of over 70% in size; inactives centre near 23
#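 HP1-beta protein (50 nM final) preincubated 30 min at room temperature with biotinylated H3(1-18)K9me3 peptide (50 nM) in PBS pH 7.4, 0.01% Tween-20, then compound added for 30 min. AlphaScreen streptavidin donor/nickel chelate acceptor beads (10 ug/mL final), 30 min dark, luminescence read.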
# An asterisk follows results filed as active; ? = inconclusive; . = not tested or not shown; & = joins results of further samples; [ ] = dose if it differs, or a comment. Unless noted, calls come from the whole dose curve; as a rule, active = well fitted curve in the direction sought with a large enough effect; inconclusive = small, poorly fitted or top-dose-only effect, or another doubt; inactive = no such curve, though single readings can be large; an effect the other way counts as inactive or inconclusive. These rows are one share of the data; count on the stated rates, not on these rows.
SMILES,RGS4 inh,BAZ2B inh,ERG Ets-DNA blk,12-LOX inh,JMJD2A Tudor inh,GLS inhibitor,PI4K2A block,G9a block,HP1b binding inh
COc1ccccc1C(=O)NCC(C)(C)CN=C1NS(=O)(=O)c2ccccc21,7%,-1%,1%,2%,-10%,1%,4,1%,-4%
Cc1ccc(C(=O)CC(=O)c2ccccc2)cc1,17%,141%[activator],-12%,3%,205%[activator],4%,-4,16%,163%[activator]
O=C(Oc1ccc(Cl)cc1)N1CCCCC1,-2%,5%,2%,0%,21%,4%,4,8%[12.7 µM],44%
Cc1ccn(-c2cccc(-n3ccc(C)n3)n2)n1,11%,22%,-10%,-13%,2%,6%,-6,24%[59 µM],38%
O=S1(=O)CCN2C(c3ccc4c(c3)CCCC4)=CSC2=N1,-10%,7%,-10%,275%[activator],-8%,1%,-3,25%[59 µM],18%
CCOC(=O)C1CCN(CCC(=O)Nc2ccc(OC)cc2)CC1,15%,3%,-2%,5%&1%,-16%,0%,2,13%[59 µM],5%
COCCNC(=O)/C(C#N)=C/c1ccc(OCC(=O)NC2CCCCC2)cc1,-27%,-15%,1%,-25%,-13%,0%,0,2%,34%
CCOc1ccc(OCc2cccc(C(=O)N(CC)CC)c2)cc1,12%,-16%,0%,-7%,16%,7%,1,-7%,27%
COc1ccc(N(CC(=O)NC2CCCC2)C(=O)c2csnn2)cc1,-16%,3%,9%,-17%,7%,1%,8,14%[59 µM],41%[activator]
CCOC(=O)C1=C(CN2CCSCC2)NC(=O)NC1c1cccc([N+](=O)[O-])c1 (configuration not stated),1%,3%,-4%,4%,1%,0%,-16,?,31%
Cc1cc(C(F)(F)F)nc(-n2cc(-c3ccccc3)nn2)n1,-33%,7%,-3%,22%,-2%,-16%,2,10%,45%[activator]
c1ccc(-c2c(-c3ccccc3)n(Cc3ccco3)c3ncnc(NCCCn4ccnc4)c23)cc1,-13%,32µM*,1%,.,45µM*,-3%,9,?,?

# An excerpt of these results, with two lines to a compound:
# Values run as follows: RGS4 inh	BAZ2B inh	ERG Ets-DNA blk	12-LOX inh	JMJD2A Tudor inh	GLS inhibitor	PI4K2A block	G9a block	HP1b binding inh
COc1ccccc1C(=O)NCC(C)(C)CN=C1NS(=O)(=O)c2ccccc21
→ 7%	-1%	1%	2%	-10%	1%	4	1%	-4%
Cc1ccc(C(=O)CC(=O)c2ccccc2)cc1
→ 17%	141%[activator]	-12%	3%	205%[activator]	4%	-4	16%	163%[activator]
O=C(Oc1ccc(Cl)cc1)N1CCCCC1
→ -2%	5%	2%	0%	21%	4%	4	8%[12.7 µM]	44%
Cc1ccn(-c2cccc(-n3ccc(C)n3)n2)n1
→ 11%	22%	-10%	-13%	2%	6%	-6	24%[59 µM]	38%
O=S1(=O)CCN2C(c3ccc4c(c3)CCCC4)=CSC2=N1
→ -10%	7%	-10%	275%[activator]	-8%	1%	-3	25%[59 µM]	18%
CCOC(=O)C1CCN(CCC(=O)Nc2ccc(OC)cc2)CC1
→ 15%	3%	-2%	5%&1%	-16%	0%	2	13%[59 µM]	5%
COCCNC(=O)/C(C#N)=C/c1ccc(OCC(=O)NC2CCCCC2)cc1
→ -27%	-15%	1%	-25%	-13%	0%	0	2%	34%
CCOc1ccc(OCc2cccc(C(=O)N(CC)CC)c2)cc1
→ 12%	-16%	0%	-7%	16%	7%	1	-7%	27%
COc1ccc(N(CC(=O)NC2CCCC2)C(=O)c2csnn2)cc1
→ -16%	3%	9%	-17%	7%	1%	8	14%[59 µM]	41%[activator]

# Next results follow.
SMILES,RGS4 inh,BAZ2B inh,ERG Ets-DNA blk,12-LOX inh,JMJD2A Tudor inh,GLS inhibitor,PI4K2A block,G9a block,HP1b binding inh
CN(Cc1ccc(OCC(O)CN2CCCCC2)cc1)Cc1ccnc2ccccc12 (configuration not stated),-11%,-27%,9%,1%,-31%,-1%,3,50µM*,-1%
COc1ccc(CN2CCN(C3CCSCC3)CC2CCO)c(C)c1C (configuration not stated),-10%,-20%,7%,0%,-25%,20%,10,-26%,7%
COc1ccc(CCn2c(C)c(C(C)=O)c3cc(OC(=O)c4ccco4)ccc32)cc1OC,-5%[11.4 µM],-34%,5%,34%[activator],-13%[11.4 µM],1%,6,-4%[12.7 µM],-30%
O=C(CSc1nnc(NC(=O)c2ccc(F)cc2F)s1)NC1CC1,-4%,-28%,-6%,3%,-7%,14%,-6,-8%,17%
O=C(c1ccc(CS(=O)(=O)c2ccc(Br)cc2)o1)N1CCN(c2ccccn2)CC1,-5%,-35%,1%,-11%,?,2%,3,?,-9%
COc1cccc(Nc2ncc(C#N)c(N)n2)c1,-43%,1%,18%,158%[activator],-14%,-13%,6,9%,25%
CCOc1ccc(N=C(NN)c2ccc3ccccc3n2)cc1,?,40µM*,-6%,-18%,50µM*,0%,-3,13µM*,-1%[57 µM]
O=C(Nc1ccc(NC(=O)c2ccco2)c(Cl)c1)c1ccc2c(c1)OCCO2,?,?,9%,-23%,-22%,-5%,3,?,21%
CCc1ccc(C2=C(C)C(N3CCC(C(=O)Nc4ccc(F)cc4)CC3)=NS2(=O)=O)cc1,-14%,-38%,3%,?,?,-1%,-24,7%[59 µM],?
COc1ccccc1CCNC(=O)Cc1c(C)c2ccc(O)cc2oc1=O,5%,-3%,11%,-21%,-11%,30%[activator],0,1%[59 µM],3%
CC(Sc1n[nH]c(N)n1)c1nc2scc(-c3cccs3)c2c(=O)[nH]1 (configuration not stated),-10%,-6%,-12%,62%[activator],-26%,14%,-5,?,31%
CC(C)(C)n1nc2c(c1NC(=O)c1ccccc1)CS(=O)(=O)C2,-16%,-1%,-3%,-3%,-11%,1%,3,-24%,4%
COc1ccc(CCNC(=O)[C@H](C)NC(=O)N2CCn3c2nc2ccccc23)cc1OC,-10%[11.4 µM],-16%,6%,2%,1%,-7%,-3,-11%,64%[activator]
Clc1ccc(CSc2ncnc3nc[nH]c23)cc1,-15%,-11%,1%,-2%,-12%,-1%,-2,?,44%[activator]
CCC(C)N1C(=O)C2C(C(=O)Nc3cccc(OC)c3)C3C=CC2(O3)C1C(=O)NC1CCCCC1C (configuration not stated),40%,7%,7%,0%,-3%,-1%,-2,56%[activator][12.7 µM],23%
Cc1ccc(S(=O)(=O)N(C)C)cc1NC(=S)N1CCCCC1CO (configuration not stated),-49%,.,-5%,-3%,-11%,-1%,4,?,35%
O=C(NC1CCCCC1)c1c(O)nc2sccn2c1=O,-3%,-4%,-5%,-3%,-16%,-4%,2,-28%,-12%
Cc1nnc(Sc2nc3c(c(=O)[nH]c(=O)n3C)n2CCc2ccccc2)s1,-4%,8%,-6%,21%,-2%,-2%,-5,?,35%[activator]
O=C(NCCCn1ccnc1)/C(=C\c1ccccc1F)NC(=O)c1ccccc1,6%,?,-1%,0%,-18%,1%,-4,0%,2%
COc1cc(/C=N/N=C(N)N)ccc1OCc1ccc(Cl)cc1,3%[11.4 µM],-28%,16%,?,?,9%,-4,?,-6%
CN1C(=O)c2ccccc2N(C)C1c1cccc(O)c1 (configuration not stated),-14%,7%,5%,16%,-13%,11%,3,11%[0.501 µM],33%
CCCCNC(=O)/C(C#N)=C/c1ccc2c(c1)OCCO2,-14%,11%,1%,13%,-7%,6%,10,24%[59 µM],23%
O=C(CCCCC(=O)Nc1ccc(F)cc1F)Nc1ccc(F)cc1F,-7%,.,3%,31%[activator],-6%,-11%,-1,.,44%[activator]
O=C(Nc1nnc(CCS(=O)(=O)c2ccc(Br)cc2)s1)c1ccc([N+](=O)[O-])cc1,6%,3%[57.1 µM],-4%,0%[57.4 µM],-5%,5%,7,10%[59 µM],20%
Clc1ccc(-c2noc(CN3CCCC3)n2)cc1,-1%[11.4 µM],-2%,5%,16%,-16%[11.4 µM],10%,8,-34%[59 µM],-15%
CN1C(=O)C(O)(CC(=O)c2ccc3c(c2)OCO3)c2ccccc21 (configuration not stated),10%,31%[activator],0%,9%&-3%,3%,14%,-2,-24%[59 µM],17%
CC(C)c1nc2oc3c(N4CCNCC4)ncnc3c2c2c1CCC2,-2%[11.4 µM],.,12%,-13%,-4%[11.4 µM],-8%,-4,.,67%[activator]
CCCCn1c(N)c(N(CC(C)C)C(=O)C2CC(=O)N(c3ccc4c(c3)OCCO4)C2)c(=O)[nH]c1=O (configuration not stated),5%,10%,1%,2%,-1%,30%,-4,-42%,5%
O=C(COC(=O)c1ccccn1)c1ccc(Br)cc1,-3%,25µM*,3%,-24%,28µM*,2%,2,50µM*,18%
CCN1C(=O)C(CC(=O)NC2CCCCC2)N(CC)C1=O (configuration not stated),14%,-2%,4%,2%,-4%,-3%,1,-41%,17%
O=C(c1ccccc1)c1cc2ccccc2o1,-13%,31%,9%,17%,34%,-10%,-5,34%,93%

# Source: PubChem (National Center for Advancing Translational Sciences (NCATS))
